From PubChem
Rab9 promoter act = activates the Rab9 promoter; Potency, µM (doses to about 9.22 µM), inactives show top-dose activation, negative = inhibition, most hits filed as activators; actives 2.8% (n = 320,000); AID 485297; Huh7 Rab9 promoter-luciferase reporter, luminescence, 24 h; further: % of control where 0% means no effect; nearly all actives have a fitted effect of over 60% in size
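Rab9 promoter-driven luciferase in stably transfected Huh7 cells; 1500 cells/well rested 2 h, exposed to compound in DMSO for 24 h at 37 °C, 5% CO2. Luminescence read 10 min after adding luciferase reagent at ambient temperature.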
CXXC DNA block = MLL CXXC-DNA interaction inhibition; Q03164; MLL-CXXC / FITC-HOXA9 DNA fluorescence polarization; Potency, µM (titrated, usually from 115 µM), for inactives: at the highest dose activity change, negative = inhibition, usual class: inhibitors; actives 0.037% (n = 290,000); AID 2662; active means well fitted inhibition curve with a large enough effect in the polarisation, with a control signal flat, not every such curve was filed as active; inconclusive means small, poorly fitted or top-dose-only effect, or effect the other way, or a change in a side signal; inactive means no such curve, though single readings can be large or run the other way; the % refers to the polarisation
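Fluorescence polarization: 7 uM MLL-CXXC (stock) preincubated 5 min with compounds, then 50 nM fluorescein-HOX-A9 DNA (stock) added; 30 min ambient. Buffer 50 mM Tris-HCl pH 7.5, 50 mM NaCl, 1 mM DTT, 0.05% BSA.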
Gal4-VP16 FLuc = counter-screen for ROR gamma inhibitors: Gal4-VP16 reporter; Drosophila S2 Gal4-VP16 UAS-luciferase, luminescence, 20 h; actives 3.5% (n = 310,000); Potency, µM (titrated, usually from 53.6 µM), without a hit: at the highest dose activity, negative = inhibition, actives largely listed as inhibitors;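 further: Gal4-VP16 expression switched on by copper sulfate through the metallothionein promoter; on the % scale 0 is the no-effect control and ±100 the full control effect; nearly all actives have a fitted effect of over 50% in size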
uPA surface inh = blocks generation of uPA at the cell surface. actives 0.31% (n = 330,000). Potency, µM (highest dose often 38.3 µM), for the others: at the top dose activity change, negative = inhibition, hits mostly inhibitors. cell surface uPA generation assay, qHTS. AID 540303; active means well fitted inhibition curve with a large enough effect; inconclusive means small, poorly fitted or top-dose-only effect; inactive means no such curve, though single readings can be large or run the other way; tested in mouse RAW 264.7 cells; further: on the % scale 0 is the no-effect control and ±100 the full control effect; nearly all actives have a fitted effect of over 55% in size
ELG1 genotox = induces genotoxicity in HEK293T cells with luciferase-tagged ELG1; HEK293T ELG1-luciferase reporter, luminescence, 16 h; Potency, µM (series often up to 46 µM), for the others: at the top dose activity change, positive = activation, actives largely listed as activators; actives 1.3% (n = 330,000); AID 504466; further: % of control where 0% means no effect; nearly all actives have a fitted effect of over 60% in size
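Genotoxicity was scored as increased ELG1-luciferase reporter signal, measured by ONE-Glo luminescence (30 min, room temperature). Compound or vehicle exposure of the HEK293T reporter cells lasted 16 hr at 37°C.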
FLuc counter = inhibits or activates purified firefly luciferase, miR-21 counter-screen | AID 588342 | P08659 | Potency, µM (titrated, usually from 57.5 µM), without a hit: top-dose activity change, negative = inhibition, actives largely listed as inhibitors | purified FLuc, Km substrates, luminescence inhibition | actives 6.9% (n = 360,000);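 further: plate controls were vehicle for no effect and reference inhibitor for full effect; nearly all actives have a fitted effect of over 55% in size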
Target sequence (P08659 whole entry, looked up): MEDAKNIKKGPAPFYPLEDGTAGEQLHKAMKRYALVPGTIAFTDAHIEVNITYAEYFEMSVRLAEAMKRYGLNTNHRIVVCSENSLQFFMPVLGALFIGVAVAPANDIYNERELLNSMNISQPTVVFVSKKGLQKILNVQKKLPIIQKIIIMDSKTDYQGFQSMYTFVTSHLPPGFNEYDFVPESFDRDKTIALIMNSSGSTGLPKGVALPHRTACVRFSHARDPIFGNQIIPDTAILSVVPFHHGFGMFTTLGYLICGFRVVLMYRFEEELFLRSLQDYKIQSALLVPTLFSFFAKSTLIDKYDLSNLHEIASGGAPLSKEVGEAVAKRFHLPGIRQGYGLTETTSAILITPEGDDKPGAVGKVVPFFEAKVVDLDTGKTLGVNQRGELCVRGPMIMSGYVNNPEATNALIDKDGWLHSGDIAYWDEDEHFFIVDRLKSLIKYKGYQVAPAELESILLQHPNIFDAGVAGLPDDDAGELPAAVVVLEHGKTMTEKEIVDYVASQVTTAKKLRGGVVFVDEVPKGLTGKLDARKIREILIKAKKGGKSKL
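Purified P. pyralis luciferase, 10 nM final, with Km-level 10 uM D-luciferin and 10 uM ATP in 50 mM Tris acetate pH 7.5, 10 mM Mg acetate, 0.01% Tween-20, 0.05% BSA; 6-point qHTS titration about 60 µM downward; luminescence read.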
NPC1 prom act = NPC1 promoter activation | Huh7 NPC1 promoter luciferase reporter, 24 h | Potency, µM (series often up to 9.22 µM), inactives show at the highest dose activation, most hits filed as activators | actives 2.4% (n = 320,000);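 further: % of control where 0% means no effect; nearly all actives have a fitted effect of over 60% in size; reporter is driven by a mutant NPC1 promoter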
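Luciferase expression driven by the NPC1 promoter was measured in stably transfected Huh7 cells after a 24 h compound incubation, using a luciferase reagent and a luminescence read.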
MBNL1-CUG inh = blocks human MBNL1 binding to CUG repeat RNA; TR-FRET MBNL1-His/biotin-(CUG)12 binding, 665/545 ratio; Potency, µM (titrated, usually from 57.5 µM), inactives show top-dose activity change, negative = inhibition, usual class: inhibitors; actives 0.036% (n = 280,000); active means well fitted inhibition curve with a large enough effect in the signal ratio, with a control signal flat, not every such curve was filed as active; inconclusive means small, poorly fitted or top-dose-only effect, or effect the other way, or a change in a side signal; inactive means no such curve, though single readings can be large or run the other way; the % refers to the signal ratio; further: on the % scale 0 is the no-effect control and ±100 the full control effect
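Compounds (final 92 nM to 58 uM) are added to His-tagged MBNL1 and biotin-(CUG)12, then terbium anti-His antibody and streptavidin-XL665 (5 nM final). After 60 min at room temperature, the 665/545 nm ratio is read.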
BRCA1 expr act = activators of BRCA1 expression. MCF7-BRCA1-FFLuc reporter, luminescence, 48 h; response scale: scaled: vehicle 0%, 10 µM genistein 100%. Potency, µM (titrated, usually from 46.1 µM), for the others: top-dose activation, actives largely listed as activators. actives 1.1% (n = 380,000); further: nearly all actives have a fitted effect of over 80% in size; some results filed as inactive show a strong effect at the top dose
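Activators of BRCA1 expression were detected as increased firefly luciferase luminescence in engineered MCF7 cells after 48 h compound incubation. Signals were scaled to genistein 10 microM as full activation.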
p53 reactivation = re-activators of mutant p53; H1299 p53-A138V BP100-luciferase reporter, luminescence, 24 h; Potency, µM (top dose mostly 92.2 µM), for inactives: top-dose activity change, positive = activation, most hits filed as activators; actives 0.063% (n = 320,000); AID 504706; further: % of control where 0% means no effect; nearly all actives have a fitted effect of over 45% in size
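p53-null H1299 cells stably carrying temperature-sensitive p53-A138V and a BP100-luciferase reporter were pinned with compounds (4-point, 1:5 series) and held 24 hrs at 37 deg C. Luminescence was read 10 min after detection reagent.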
RORg inh = inhibitors of mouse ROR gamma transcriptional activity. Drosophila S2 Gal4-RORgamma UAS-luciferase reporter, 20 h. Potency, µM (doses to about 53.6 µM), for inactives: top-dose activity change, negative = inhibition, actives largely listed as inhibitors. actives 5.4% (n = 310,000); further: on the % scale 0 is the no-effect control and ±100 the full control effect; nearly all actives have a fitted effect of over 60% in size
Target sequence (P51450 whole entry, looked up, the tested form may be a part): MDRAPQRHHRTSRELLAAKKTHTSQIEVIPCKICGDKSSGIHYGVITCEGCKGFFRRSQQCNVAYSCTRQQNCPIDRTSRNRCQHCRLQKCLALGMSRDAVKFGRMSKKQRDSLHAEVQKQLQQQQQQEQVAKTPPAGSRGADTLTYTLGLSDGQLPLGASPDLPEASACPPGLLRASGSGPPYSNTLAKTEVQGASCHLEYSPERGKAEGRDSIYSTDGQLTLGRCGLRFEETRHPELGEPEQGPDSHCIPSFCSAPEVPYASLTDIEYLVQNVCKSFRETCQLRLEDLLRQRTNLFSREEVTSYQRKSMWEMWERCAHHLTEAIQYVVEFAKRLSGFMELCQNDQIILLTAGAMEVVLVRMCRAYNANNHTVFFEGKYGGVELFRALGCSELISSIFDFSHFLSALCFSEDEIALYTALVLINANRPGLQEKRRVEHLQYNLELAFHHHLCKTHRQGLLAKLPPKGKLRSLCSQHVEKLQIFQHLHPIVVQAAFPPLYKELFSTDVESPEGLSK
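Stable Schneider cell line, Gal4 DNA-binding domain fused to ROR gamma, UAS-luciferase. Cmpd 1 hr RT → CuSO4 700 uM final → 20 hr RT → luciferase reagent 10 min → luminescence.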
Numbers without * were called inactive; ? = inconclusive; . = no result given; & = joins results of further samples; [ ] = remark or other dose. Unless noted, the call rests on the fitted dose curve; in most records, active means well fitted curve in the direction sought with a large enough effect; inconclusive means small, poorly fitted or top-dose-only effect, or another doubt; inactive means no such curve, though single readings can be large; an effect the other way counts as inactive or inconclusive. Potency means the concentration at half of the fitted maximal effect.

Each structure is followed by: Rab9 promoter act	CXXC DNA block	Gal4-VP16 FLuc	uPA surface inh	ELG1 genotox	FLuc counter	NPC1 prom act	MBNL1-CUG inh	BRCA1 expr act	p53 reactivation	RORg inh
CC1CCCC(C)N1C(=O)c1ccccc1Nc1ccc(SC(F)F)cc1 (configuration not stated)
→ -2%	-5%	-5%	5%	-12%	3%	-3%	-4%	-46%	-6%	8%
Cc1cccc(N2CCN(C(=O)CCS(=O)(=O)c3ccc4c(c3)oc(=O)n4C)CC2)c1C
→ -1%	23%	-11%	-10%	-13%	2%&-3%	-2%	1%	4%	5%	25%
Oc1ccccc1-c1nc2c3ccccc3c3ccccc3c2[nH]1
→ ?	23%	-3%	-9%	-5%	?	?	24%	-32%	5%	-8%
Cc1ccc(CCN2CCN=C2N(C)C)cc1
→ 0%	11%	-9%	-15%	1%	15%	3%	15%	-2%	.	9%
Cc1ccc(C)c(NC2=NCC(=O)N2c2ccc3c(c2)OCCO3)c1
→ 1%	2%	-2%	5%	8%	-8%	0%	-7%	0%	20%	?
N#C/C(=C/c1ccc(Sc2nc3ccccc3[nH]2)o1)c1cccc(F)c1
→ 8%	4%	?	.	-1%	-2%	3%	-1%	-67%	-6%	?
COCCN(Cc1cc2cc3c(cc2[nH]c1=O)OCO3)C(=O)c1cccs1
→ -2%	-1%	-10%	.	0%	-1%	-1%	-2%	.	-6%	6%
N#CCSc1nc2c(cc1C#N)CCCCCC2
→ -8%	7%	1%	9%	14%	?	1%	14%	-28%	-7%	5%
COc1cccc(C(=O)Nc2cccc(-c3ccccc3)c2)c1
→ 3%	-5%	-1%	-9%	1%	21µM*	2%	7%	52%	-12%	74%
COc1ccc(C2=NOC(C(=O)Nc3ccc(C(C)=O)cc3)C2)cc1OC (configuration not stated)
→ 14%	3%	-25%	.	?	-15%	16%	15%	19%	1%	30%
Cc1cc(C)c(C(N)=O)c(Nc2cccc(Cl)c2C)n1
→ -1%	-12%	3%	-3%	-4%	-2%	0%	-2%	2%	?	26%
COc1ccc(NC(=O)C(=O)NNC(=O)c2cccs2)cc1
→ 19%	7%	-3%	-2%	6%	?	2%	-10%	71%	14%	-24%
CN(C(=O)COC(=O)C1=COCCO1)C1(C#N)CCCCC1
→ 1%	.	.	3%	4%	.	1%	.	16%	17%	.
CC1C(=O)N2CCCc3cc(NS(C)(=O)=O)cc1c32 (configuration not stated)
→ -4%	14%	-5%	-5%	3%	3%	-2%	-4%	1%	-3%	-16%
CC1CCCC(C)N1CCCNC(=O)C(=O)Nc1ccc2nc3n(c(=O)c2c1)CCCCC3 (configuration not stated)
→ 3%	-3%	4%	3%	3%	1%	0%	-5%	0%	5%	4%
COc1ccc(-c2nc(N)n[nH]2)cc1
→ 16%	15%	-6%	4%	-5%	?	2%	-10%	-16%	3%	-7%
CCCCc1nnc(NC(=O)c2ccc(OCc3c(C)noc3C)cc2)s1
→ -20%	.	.	12%	1%	5%	-16%	.	-37%	3%	.
CN(C)CCCNC(=O)c1ccc(CN(c2ccccc2)S(C)(=O)=O)cc1
→ 3%	-1%	14%	9%	-1%	0%	0%	-3%	-17%	8%	-1%
CCCCC1=CC2=CC(=O)C(C)(OC(=O)C3CCCC3)C(=O)C2=CO1 (configuration not stated)
→ -1%	16%	-2%&1%	16%	4%	-2%	-3%	0%	-7%	0%	15%&3%
CCOc1ccc(CCNS(=O)(=O)c2c(C)n[nH]c2C)cc1OCC
→ -5%	-7%	1%	-1%	-2%	-1%	-5%	-14%	15%	-7%	-1%

Each structure is followed by: Rab9 promoter act	CXXC DNA block	Gal4-VP16 FLuc	uPA surface inh	ELG1 genotox	FLuc counter	NPC1 prom act	MBNL1-CUG inh	BRCA1 expr act	p53 reactivation	RORg inh
COc1ccccc1CC(NC(C)=O)C(=O)NC1CCN(C(=O)NCc2ccccc2)CC1 (configuration not stated)
→ 0%	3%	12%	0%	0%	-1%	-2%	-9%	-8%	2%	-10%
CCCS(=O)(=O)n1nc(-c2ccc(Br)cc2)cc1N
→ 4%	1%	1%	-17%	5%	-18%	6%	-3%	31%	18%	?
COc1ccc(/C=N/Nc2nc(N3CCCC3)nc(N3CCCC3)n2)cc1
→ -5%	2%	?	-8%	-7%	-12%	-2%	0%	-15%	1%	5µM*
COC(=O)c1cc(OC)c(OC)cc1N=CC1=C(O)CC(C)(C)CC1=O
→ 6%	21%	2%	-9%	-1%	7%	0%	-9%	-3%	7%	-1%
COc1ccc(-c2n[nH]c(=S)n2C2CCCCC2)cc1
→ 0%	-2%	7.1µM*	-6%	-4%	-2%	2%	1%	0%	-4%	3.2µM*
Cc1ccc(/C=N/c2sc3c(c2C#N)CCC3)o1
→ 2%	-6%	6%	-4%	?	1.3µM*	6%	-1%	5%	5%	12%
C=CCn1c(SC(C)C(=O)c2c(N)n(C)c(=O)n(C)c2=O)nnc1-c1ccoc1C (configuration not stated)
→ -5%	.	.	22%	1%	.	-2%	.	-3%	1%	.
CN1CCN(S(=O)(=O)c2cc([N+](=O)[O-])ccc2N/N=C/c2ccc(Cl)cc2)CC1
→ -3%	9%	-5%	-3%	3%	-2%	-3%	.	1%	-5%	-12%
COc1ccccc1N(O)C1CC(=O)N(c2ccc(F)cc2)C1=O (configuration not stated)
→ 5%	18%	5%[0.365 µM]	-1%	-1%	-10%	7%	-20%	7%	22%	-14%
Cc1ccc(C(=O)Nc2nnc(S(=O)(=O)N3CCC(C)CC3)s2)cc1
→ 2%	0%	?	-1%	6%	2%	-2%	1%	14%	24%	-25%
NC(=O)CCc1c[nH]c2ccccc12
→ -4%	6%	2%	3%	3%	-1%	1%	-7%	-8%	-1%	-24%
O=C(Nc1ccccc1C(F)(F)F)c1cc(-c2ccco2)on1
→ 25%	0%	17%	-2%	?	-13%	24%	-10%	79%	11%	-12%
Cn1c(/C=N/NC(=O)c2ccccc2Br)nc2ccccc21
→ -2%	-24%	-28%	-3%	-4%	-8%	-3%	15%	0%	3%	-31%
COc1ccc(/C=C/C(=O)Nc2ccccc2C(N)=O)cc1S(=O)(=O)N1CCOCC1
→ 1%	.	.	3%	-3%	-3%	1%	.	-6%	-7%	.
CN(CC(=O)NNC(=O)CNC(=O)c1ccccc1Cl)S(=O)(=O)c1ccc(Cl)cc1
→ -3%	.	.	1%	4%	0%	-3%	.	20%	1%	.
CCOc1ccccc1N1CCN(C(=O)C(Sc2ccccc2)c2ccccc2)CC1 (configuration not stated)
→ -7%	8%	-3%	-1%	-12%	0%	-2%	1%	-57%	-1%	?
Cc1ccccc1OCCCC(=O)NCc1ccco1
→ 6%	0%	14%	8%	3%	1%	-3%	5%	5%	3%	25%
COC(=O)C1(C(F)(F)F)C2C=CC(C2)N1S(=O)(=O)c1ccc(C)cc1 (configuration not stated)
→ -3%	-11%	-9%	0%	-14%	2%	1%	-1%	-11%	5%	-18%
COc1ccc(NC(=O)N2CCC(c3nc(-c4cccs4)no3)CC2)cc1
→ 1%	2%	0%[0.365 µM]	-9%	1%	-11%	-1%	?	14%	-2%	25%
COc1ccc(S(=O)(=O)N2CCCC(C(=O)NCCC3=CCCCC3)C2)cc1 (configuration not stated)
→ -10%	17%	-9%	0%	-8%	-1%	1%	-4%	-31%	4%	5%

Each structure is followed by: Rab9 promoter act	CXXC DNA block	Gal4-VP16 FLuc	uPA surface inh	ELG1 genotox	FLuc counter	NPC1 prom act	MBNL1-CUG inh	BRCA1 expr act	p53 reactivation	RORg inh
COc1ccccc1OCC(=O)NNC(=O)c1cnccn1
→ 17%	-1%	-3%	-2%	-6%	3%	0%	-1%	-44%	8%	11µM*
O=[N+]([O-])c1ccc(/C=N/Nc2ccc3ccccc3c2)o1
→ ?	-2%	-29%	?	13%	11µM*	?	?	-30%	.	-11%
COc1ccc(C(=O)NC(=S)NNC(=O)c2ccccc2O)cc1
→ 0%	-1%	1%	-11%	15%	21µM*	2%	-1%	-56%	15%	7%
O=C(NCc1ccccc1)C(=O)Nc1nc(C23CC4CC(CC(C4)C2)C3)cs1
→ -5%	6%	7.1µM*	3%	-4%	-6%	-1%	-5%	-5%	-1%	7.9µM*

A portion of the library. The share of hits here may be higher or lower than overall.
